12-LOX inh = Primary qHTS assay for inhibitors of human arachidonate 12S-lipoxygenase (ALOX12): Round 2; Polyunsaturated fatty acid lipoxygenase ALOX12 (Homo sapiens), P18054; purified 12hLO, xylenol orange hydroperoxide absorbance; Potency, µM (doses to about 108 µM), for inactives: at the top dose activity change, negative = inhibition, most hits filed as inhibitors; 580,000 tested, 1.1% active; active means well fitted inhibition curve with a large enough effect; inconclusive means small, poorly fitted or top-dose-only effect, or another doubt; inactive means no such curve, though single readings can be large or run the other way
Target sequence (P18054 whole entry, looked up): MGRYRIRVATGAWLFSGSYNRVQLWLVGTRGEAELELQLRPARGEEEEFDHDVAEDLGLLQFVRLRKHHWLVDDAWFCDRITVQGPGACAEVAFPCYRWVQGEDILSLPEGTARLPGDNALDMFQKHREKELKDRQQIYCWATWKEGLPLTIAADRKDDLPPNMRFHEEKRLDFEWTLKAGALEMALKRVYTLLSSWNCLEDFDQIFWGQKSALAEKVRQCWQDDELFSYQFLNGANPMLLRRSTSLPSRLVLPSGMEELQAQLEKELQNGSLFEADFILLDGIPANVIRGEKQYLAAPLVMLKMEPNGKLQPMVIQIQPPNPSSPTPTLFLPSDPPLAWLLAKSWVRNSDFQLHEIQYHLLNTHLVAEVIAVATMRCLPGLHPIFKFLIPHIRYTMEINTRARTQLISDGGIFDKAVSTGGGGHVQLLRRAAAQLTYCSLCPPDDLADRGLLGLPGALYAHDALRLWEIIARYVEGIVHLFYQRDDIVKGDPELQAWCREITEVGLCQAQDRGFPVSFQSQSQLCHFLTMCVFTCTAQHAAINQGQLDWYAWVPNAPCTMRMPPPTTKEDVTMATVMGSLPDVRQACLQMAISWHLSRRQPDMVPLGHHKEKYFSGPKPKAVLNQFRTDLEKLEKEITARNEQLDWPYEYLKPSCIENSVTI
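Purified human 12hLO at 150 nM in 25 mM Hepes, 0.01% Triton X-100, pH 7.0, preincubated 15 min at room temperature with compound. Reaction started with 40 uM arachidonic acid, 30 min at room temperature. Hydroperoxide measured by Fe-xylenol orange, 573/405 nm absorbance ratio.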
* = called active by the depositor; ? = inconclusive; [ ] = dose if it differs, or a comment. On the % scale 0 is the no-effect control and ±100 the full control effect; potency means the concentration at half of the fitted maximal effect. This is a subset; rates above refer to the full screens.

SMILES	12-LOX inh
COCCCNC(=O)N1CCc2nn(CC3CC3)c(=O)n2CC1	69%
O=C(CCc1ccccn1)N1CC[C@@H](N2CCN(c3ccccc3F)CC2)[C@H](O)C1	23%
CS(=O)(=O)N1CCC2(CC1)CN(Cc1ccccc1)C2	-1%[57.4 µM]
NC1CCCN(Cc2ccccc2F)C1 (configuration not stated)	30%[activator]
COc1cccc(/C=C(/C#N)c2nc3ccccc3[nH]2)c1OC(C)C	-28%
CC(C)NC(=O)c1ccccc1OCC1CCCN(Cc2ccc(F)cc2)C1 (configuration not stated)	35%
Cc1cc(C)n(-c2ccc(C(=O)OCC(=O)NC3CCS(=O)(=O)C3)cc2)n1 (configuration not stated)	-1%
O=C1[C@@H]2C[C@@H](CN2C(=O)c2ccccn2)Oc2ccccc2N1Cc1ccc(OC(F)(F)F)cc1	?
CN(Cc1ccc(F)cc1)c1cc(C(=O)N2CCOCC2)c2ccccc2n1	26%
COc1cccc(NC(=O)Cn2nc3c(cc2=O)CN(C(C)=O)CC3)c1	39%[activator]
COc1cccc(C2(CC#N)CCOC(C)(C)C2)c1 (configuration not stated)	14%
Cc1cccc(-c2nocc2CCC(=O)NCc2cccs2)c1	45%[activator]
CCCCCNC(=O)C(c1ccccc1)n1c(=O)c(-c2cc3ccccc3[nH]2)nc2ccccc21 (configuration not stated)	-1%
COC(=O)c1cc(NCc2ccc(C)cc2)ccc1N1CCOCC1	-22%
COc1ccc(-c2[nH]ncc2CN)cc1	-1%
O=S(CCN1CCc2ccccc2C1)c1ccccc1 (configuration not stated)	?
Cc1ccc(C)c(NC(=O)Cn2c(=O)c(-c3noc(C)n3)c3n(c2=O)CCCCC3)c1	2%
O=c1c(-c2cccs2)nc2cnc(Oc3ccccc3)nc2n1C1CC1	?
COc1ccc(-c2noc(-c3cccn3CC(=O)NC3CCCCC3)n2)cc1F	7%
COc1ccc(C(CC(=O)N(C)Cc2cc(C3CC3)n[nH]2)c2ccccc2)cc1 (configuration not stated)	39%[activator]
O=C(c1ccncc1)N1CCCCCC1CN1CCCC1 (configuration not stated)	95%[activator]
CCSc1ccccc1C(=O)Nc1nc2cc(OC)c(OC)cc2c(=O)[nH]1	1%
Cc1nc(Oc2ccccc2Cl)c2c3c(sc2n1)CCC3	-3%
Cc1cccc(-n2ncc3c2ncn2nc(-c4ccco4)nc32)c1	-8%
O=C(Nc1ccc(Cl)c(-c2nc3ncccc3o2)c1)c1cccs1	-69%
(listing goes on)
SMILES	12-LOX inh
CO[C@H]1[C@H](NC(=O)c2cnc(C)cn2)c2ccccc2C12CCNCC2	1%
CN(Cc1ccc(F)cc1)C(=O)Cc1ccccn1	9%[176 µM]
CCN(CC)c1ccc(CNC(=O)c2ccc3c(c2)n(C)c(=O)c2ccnn23)cc1	-12%
O=C(NC1CCCC1)C(c1ccc(F)cc1)N1CCC(O)(c2ccc(Cl)cc2)CC1 (configuration not stated)	-10%
COc1ccc(-n2c(=O)c3c(n2Cc2ccccc2)CN(Cc2ccc(F)cc2)CC3)cc1	?
CCOCC(=O)N1CCC(N2C(=O)C3(CCCC3)C2c2ccccc2)CC1 (configuration not stated)	51%[activator]
COc1ccc(CN2CCOC[C@H](Oc3cccc(C)n3)C2)cc1	-2%[176 µM]
CCn1cc(CNCc2ccc(OCC(O)CN3CCSCC3)c(OC)c2)cn1 (configuration not stated)	20%
Cn1nc(C(=O)NCc2ccc(CN3CCCC3)cc2)c2ccccc2c1=O	21%
COc1cncc([C@@H](NC(=O)Cc2ccsc2)C2CC(O)C2)c1 (some centres not stated)	92%[activator]
CCn1c(CO)nnc1C1CC(NC(=O)c2[nH]c3ccc(OC)cc3c2C)C1 (configuration not stated)	59%[activator]
Cc1ccc(NC(=O)CCC2CCCC2)cc1C	-8%
CN1[C@@H](CCC(=O)NCc2ccc(F)cc2)CNC(=O)[C@@H]2[C@H]1CCN2Cc1ccc(F)cc1	59%[activator]
COc1cc(COC(=O)c2ccc(S(=O)(=O)N3CCOCC3)cc2)ccc1OC(F)F	-1%
CSC(C)C(=O)Nc1cccc(Cl)c1 (configuration not stated)	3%
O=C(O)/C=C/c1ccccc1Cl	-22%
CC(=O)NC12CC3CC(C1)CC(C(=O)NCc1ccncc1)(C3)C2	-5%
Cc1cccc(CS(=O)CCC(=O)Nc2ccccc2)c1 (configuration not stated)	-13%
COC(=O)c1ccc(Oc2coc3cc(OC(=O)c4ccccc4)ccc3c2=O)cc1	40%[activator]
CCS(=O)(=O)NCC1(COc2ccccc2)C[C@@H](O)[C@@H](O)C1 (some centres not stated)	56µM*
CSCCNC(=O)c1nc2sccn2c1Br	60%[activator][176 µM]
CCCNC(=O)c1nnc2n1CCN(C(=O)c1ccccc1OC)C2	-5%
O=C(Nc1ncc2c(n1)CC(c1cccs1)CC2=O)c1ccc(F)cc1 (configuration not stated)	0%
Cc1cc(Cl)ccc1S(=O)(=O)N1CCn2c(nn(CC3CC3)c2=O)C1	2%
CCN(Cc1c(C)nn(CC)c1C)C(=O)Cn1nc2n(c1=O)CCC(N)CC2 (configuration not stated)	?

3 entries from above, ordered by molar mass, ascending:
SMILES	12-LOX inh
COc1cncc([C@@H](NC(=O)Cc2ccsc2)C2CC(O)C2)c1 (some centres not stated)	92%[activator]
CCN(Cc1c(C)nn(CC)c1C)C(=O)Cn1nc2n(c1=O)CCC(N)CC2 (configuration not stated)	?
CCN(CC)c1ccc(CNC(=O)c2ccc3c(c2)n(C)c(=O)c2ccnn23)cc1	-12%

Next section:
SMILES	12-LOX inh
COc1ccc(C(=O)c2ccccc2)c(OC(=O)c2ccccc2Sc2ccccc2C#N)c1	?
NS(=O)(=O)c1ccc(CCNC(=O)c2cc3n(n2)CC(c2ccc(Cl)cc2)OC3)cc1 (configuration not stated)	28%
CCN1C(=O)CCN(C(C)=O)CC12CCOCC2	9%
CCOC(=O)C1=C(C)N=C2SC=C(CC(=O)NCCc3cccs3)N2C1c1ccccc1F (configuration not stated)	39%[activator]
Cc1ccc(-c2ccc3nnc(CNC(=O)c4ccccc4)n3n2)cc1C	21%
CC(C)S(=O)(=O)c1ncc(CN(C)Cc2cnn(C)c2)n1CCc1ccccc1	-56%
CCc1cccc(C)c1NC(=O)CN1C(=O)NC2(CCC(C)CC2)C1=O (configuration not stated)	4%
CCOC(=O)c1cnc(Nc2ccccc2C)c2ccccc12	21%
C=CCN(C)C(=O)C[C@@H]1c2nc(NC(=O)c3ccco3)sc2C[C@@H]2[C@](C)(CO)[C@H](O)CC[C@]21C	-8%
CC(C)NC(=O)N(C1CCOCC1)C1CN(C(=O)c2ccnn2C)C1	39%[activator]
O[C@H]1[C@H](NCc2ccc(F)cc2)[C@H]2CO[C@H](O2)[C@@H]1Oc1ccccc1	39%[activator][176 µM]
COCC(=O)N(C1CCOCC1)C1CCN(C(=O)c2ccc(C)c(C)c2)CC1	56%[activator]
CC(C)C[C@@H]1COc2cccc(NCCO)c2S(=O)(=O)N1	?
CN(CCOc1ccccc1)c1nc(-c2cccnc2)nc2ccccc12	?
CC(=O)c1c(C)n[nH]c1C	27%
CCCC(=O)N1CC(c2nc(C)no2)C2(CCOCC2)C1 (configuration not stated)	-8%
Cc1ccc2nc(C3=C(O)CN(c4cccc(Cl)c4C)C3=N)[nH]c2c1	29%
CC(C)(C)NC(=O)c1cc2cc(Br)ccc2oc1=O	3%
O=C(Nc1cccc(F)c1)N1C[C@@H]2C[C@H](C1)c1c(-c3ccc4ccccc4c3)ccc(=O)n1C2	-4%
CC(C)C[C@@H](CN1CCCC1CN1C(=S)NC[C@@H]1Cc1ccccc1)N1C[C@H](Cc2ccccc2)N(CC2CCCCC2)C1=S (some centres not stated)	?
NC(=O)CN1CCC(C(=O)N2C[C@@H](C(=O)O)[C@H](c3ccccc3)C2)CC1	0%
O=C(Cc1ccc(F)cc1)N1CCC(n2cc(-c3nc(-c4ccccc4)no3)nn2)CC1	2%
Cc1nc(-c2ccc(F)cc2)n(Cc2nc(-c3ccc(OC(C)C)cc3)oc2C)c(=O)c1CCO	44%[activator]
Cc1nc2cnc(N3CCOCC3)nc2n(C)c1=O	132%[activator]
CC1CCC(NC(=O)/C=C/c2cccc(C#N)c2)CC1 (configuration not stated)	23%

Reprinted from the part before: 4 compounds, followed by the next part.
SMILES	12-LOX inh
O=C(Cc1ccc(F)cc1)N1CCC(n2cc(-c3nc(-c4ccccc4)no3)nn2)CC1	2%
Cc1nc(-c2ccc(F)cc2)n(Cc2nc(-c3ccc(OC(C)C)cc3)oc2C)c(=O)c1CCO	44%[activator]
Cc1nc2cnc(N3CCOCC3)nc2n(C)c1=O	132%[activator]
CC1CCC(NC(=O)/C=C/c2cccc(C#N)c2)CC1 (configuration not stated)	23%
Cn1c(-c2ccncc2)nc2cc(C(=O)N[C@H]3CCCCNC3=O)cc(NC(=O)C3CCC3)c21	?
COc1ccc(-c2cc(N3CCN(C(=O)c4ccc(C)cc4C)CC3)n[nH]2)cc1	-11%
Cc1nn(-c2ccccc2)c(C)c1S(=O)(=O)N[C@@H]1[C@@H](N)[C@H]2CCO[C@H]21	46%[activator]
CCc1nc(-c2c3n(c(=O)n(CC#N)c2=O)CCCCC3)no1	34%
COc1ccc(CCNc2oc(COc3ccccc3C)nc2C#N)cc1	10%
O=C(NC[C@H](O)c1ccccc1)c1ccccc1	5%
O=S(=O)(Cc1ccccc1F)N1CCC(c2noc(-c3cccnc3)n2)C1 (configuration not stated)	13%
Cc1ccc(-c2cc(N3CCCN(C(=O)c4ccccn4)CC3)n[nH]2)cc1C	9%
O=C1NC2(CCNCC2)C(=O)N1Cc1cccc(Cl)c1Cl	-4%
CC(C)NC(=O)c1ccc(I)cc1	?
Cc1cc(C(=O)Cn2c(Cl)nc3c2c(=O)n(C)c(=O)n3C)c(C)n1C	-3%
Cc1cccc(C)c1-n1nnnc1C1(C)CCC(=O)N1Cc1ccco1 (configuration not stated)	?
Clc1ccc(-c2nnc([C@H]3CCN(C4CCCCC4)C3)o2)cc1	42%[176 µM]
COC(=O)[C@]12CCCCC=C1N(CCC1=CCCCC1)C(=O)[C@H](CC(=O)N1CCC(c3ccccc3)CC1)C2	?
CCN(Cc1ccc(C)cc1)Cc1cc(=O)oc2ccc(C)cc12	?
CCOc1ccc(N2CC(NC(=O)CC)CC2=O)cc1 (configuration not stated)	0%
Cc1ccc(OCc2nc(C3CN(C(=O)Cc4ccsc4)C3)no2)cc1	55%[activator]
COC(=O)C1=CN(CC(=O)NCc2ccccc2F)S(=O)(=O)N=C1C	20%
Cc1cnn(CC(=O)N2CCCCCCNC(=O)CC2)c1	-7%
COc1cccc(CN2CCc3nnc([C@@H]4C[C@@H](O)CN4C)n3CC2)c1	82%[activator]
COc1cccc(CNC(=O)[C@@H]2C[C@@H](O)CN2C2CCN(C(=O)c3ccnn3C)CC2)c1	41%[activator]
COC(=O)C1(NC(=O)CSc2ccccc2F)CCCCC1	-1%
COCCCNC(=O)c1nc(-c2cccc3[nH]ccc23)no1	16%
COc1ccccc1-c1cnc(Nc2ccncc2)c2c1CCO2	13%[176 µM]
O=C(CN1CCCC1=O)N1CCC(N2CC(OCC3CC3)C23CCCCC3)CC1 (configuration not stated)	15%

Among those listed so far, 11 contain a Cl atom:
SMILES	12-LOX inh
Cc1nc(Oc2ccccc2Cl)c2c3c(sc2n1)CCC3	-3%
O=C(Nc1ccc(Cl)c(-c2nc3ncccc3o2)c1)c1cccs1	-69%
O=C(NC1CCCC1)C(c1ccc(F)cc1)N1CCC(O)(c2ccc(Cl)cc2)CC1 (configuration not stated)	-10%
CSC(C)C(=O)Nc1cccc(Cl)c1 (configuration not stated)	3%
O=C(O)/C=C/c1ccccc1Cl	-22%
Cc1cc(Cl)ccc1S(=O)(=O)N1CCn2c(nn(CC3CC3)c2=O)C1	2%
NS(=O)(=O)c1ccc(CCNC(=O)c2cc3n(n2)CC(c2ccc(Cl)cc2)OC3)cc1 (configuration not stated)	28%
Cc1ccc2nc(C3=C(O)CN(c4cccc(Cl)c4C)C3=N)[nH]c2c1	29%
O=C1NC2(CCNCC2)C(=O)N1Cc1cccc(Cl)c1Cl	-4%
Cc1cc(C(=O)Cn2c(Cl)nc3c2c(=O)n(C)c(=O)n3C)c(C)n1C	-3%
Clc1ccc(-c2nnc([C@H]3CCN(C4CCCCC4)C3)o2)cc1	42%[176 µM]

Continued.
SMILES	12-LOX inh
CC(C)(C)NC(=O)Nc1cccc(Nc2ncc(F)c(NC(C)(C)CO)n2)c1	0%[57.4 µM]
CCN1C(=O)CCc2cc(NS(=O)(=O)c3c(C)cc(C)cc3C)ccc21	?
O=C(NCc1ccncc1)C1CN(Cc2cccs2)CC12CCOCC2 (configuration not stated)	75%[activator]
COc1ccccc1Cc1c(-c2ccc(F)cc2)nc2c3ccccc3ccn12	-17%
CCC(=O)N1Cc2ccccc2CC2(CCCN2Cc2ccc(OC)cc2)C1 (configuration not stated)	7%[6.33 µM]
COCCNC(=O)C(NC(=O)C1CCCC1)C1CCN(C(=O)c2ccc(F)cc2)CC1 (configuration not stated)	32%
CS(=O)(=O)N1CCCC(C(=O)NCCc2ccc(F)cc2)C1 (configuration not stated)	?
COc1ccc(-c2cn3c(n2)N(C(=O)Cc2ccccc2)CCC3)cc1	-12%
COc1cc(C2C(C(N)=O)=C(C)Nc3nc(SCc4ccccc4F)nn32)cc(OC)c1OC (configuration not stated)	0%
COc1cc(/C=C/C(=O)c2ccc(C#N)cc2)cc(Br)c1O	8.9µM*
CN1CCN(c2nc3c(c(=O)[nH]2)CCN(Cc2cccc(Br)c2)CC3)CC1	-1%
CCn1cnnc1CC1CCN(C(=O)Nc2ccccc2)C1 (configuration not stated)	31%[activator]
CN1CCN(c2ccc(-c3cc4c(ccn4C)c(C(=O)NCc4cccnc4)n3)cc2)CC1	-1%
Cc1ccc(C(=O)N(CCN(C)C)CC(=O)OC(C)(C)C)cc1F	-4%
Cc1occc1-c1nc(-c2ccc(Br)cc2)no1	-54%
Cc1cnc(C(=O)N(C)C2CCc3nnc(C)n3CC2)cn1 (configuration not stated)	30%
